Compound activity: PubChem BioAssay, National Center for Advancing Translational Sciences (NCATS)
S3 lipid droplet = qHTS Assay for Lipid Storage Modulators in Drosophila S3 Cells; Drosophila S3 cells, BODIPY lipid droplet fluorescence, 18-24 h; cells fed with added oleic acid; Potency in µM for hits, for the others lipid storage change, negative = inhibition, % at the top dose, mostly 46.1 µM; 320,000 compounds, 0.64% hits; AID 2685; active = well fitted inhibition curve with a large enough effect in the signal ratio, with a control signal flat, not every such curve was filed as active; inconclusive = small, poorly fitted or top-dose-only effect, or effect the other way, or a change in a side signal; the % refers to the signal ratio
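Drosophila S3 cells loaded with oleic acid (400 uM, as added) and compounds at several concentrations; lipid droplets imaged by 488-nm laser-scanning cytometry, 500–530 nm intensity and object ratio to cell channel. Percent activity normalized to 20 uM Triacsin C.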
S3 lipid droplet cell count max = recorded beside S3 lipid droplet, whose call it bears; cell number change, %; measured here: cell count max response;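 cells counted by Cell Tracker Red CMTPX staining in the red channel; peak over a dose series mostly up to 46.1 µM; percent activity relative to internal control wells on each plate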
Starred values were filed as active, the others as inactive; i = inactive; ? = inconclusive; nt = not tested or not shown. % is set by controls: 0 for no effect and ±100 for the full control effect; potency is the fitted concentration of half-maximal effect. An excerpt. The share of hits here may be higher or lower than overall.

Molecule | S3 lipid droplet | S3 lipid droplet cell count max
O=S(=O)(NCc1ccccc1Cl)c1cnc[nH]1 | i | -1
Cc1cc2ccccc2n1CCNC(=O)C1CC1 | 23% | 9
COc1ccccc1N(CCC#N)C(=O)CSc1nnc2ccccn12 | ? | nt
Cc1ccc(S(=O)(=O)Nc2ccc3[nH]c(=O)[nH]c3c2)c(C)c1 | -4% | -6
CCOC(=O)Nc1nnc(-c2ccc(OC)c(OC)c2)s1 | ? | nt
Cc1cc(C(F)(F)F)c2c(=O)[nH]c(=O)n(Cc3ccccc3)c2n1 | 1% | 14
CC(C)(C)c1ccc(C(=O)NC(=S)Nn2cnnc2)cc1 | 8% | 4
O=C(O)C(Cc1ccccc1)n1cccc1 (centres undefined) | -6% | 0
O=C(C(NS(=O)(=O)c1cccs1)c1ccccc1)N1CCN(c2ccccc2)CC1 (centres undefined) | ? | nt
COC(=O)[C@]1(Cc2ccccc2)N[C@H](c2ccc(-c3cc(C(C)=O)cs3)cc2)[C@@H]2C(=O)N(C)C(=O)[C@@H]21 | 18% | 11

(continued)
Molecule | S3 lipid droplet | S3 lipid droplet cell count max
O=C(NCCCN1CCCC1=O)c1cccc(NS(=O)(=O)c2ccccc2)c1 | ? | nt
Cc1ccc(S(=O)(=O)N2CCC(=O)N(C(COCc3cccc(C(F)(F)F)c3)C(C)C)CC2)cc1 (centres undefined) | ? | nt
CCN(CC)S(=O)(=O)c1cc(OC)ccc1N=Nc1ccc(O)c2ncccc12 | ? | nt
CC(=O)NCCc1nc2ccccc2n1CCCCOc1ccccc1 | ? | nt
CCOC(=O)CC1(C)OCC(C[N+]2(C)CCCCC2)O1 (centres undefined) | 2% | 12
COC(=O)[C@@]1(Cc2ccc(OC)cc2)[C@H]2c3cc(C(=O)N4CCCC4)n(CCO)c3C[C@H]2CN1C(=O)c1ccccc1 | 7% | 13
CCc1ccc(/C=C2\SC(=S)N(CCCC(=O)Nc3ccccc3C(=O)O)C2=O)cc1 | ? | nt
C=CCSC(=C(C#N)C#N)c1cc2c([nH]1)CCCC2 | ? | nt
Cc1ccc(C(=O)Oc2ccc(Br)cc2C(=S)N2CCOCC2)cc1 | -23% | 4
CCOc1cc(CNC(C)C)c(Cl)cc1OCC(=O)NCCc1ccccc1 | ? | nt

New compounds follow
Molecule | S3 lipid droplet | S3 lipid droplet cell count max
O=C(c1cc(COc2ccc(F)cc2Cl)on1)N(CCO)Cc1cccs1 | ? | nt
Cc1ccc2cc(C#N)c(SCC(=O)N3CCCc4ccccc43)nc2c1 | 27% | 17
CCCCn1c(=N)n(CC(=O)C(C)(C)C)c2ccccc21 | ? | nt
CN1CCN(C(=O)c2cc(S(=O)(=O)Nc3ccccc3F)c(Cl)cc2Cl)CC1 | ? | nt
CCN(CC)CCn1c(NCc2ccc3c(c2)OCO3)nc2ccccc21 | 3% | 8
CCOc1ccc(NC(=O)CN2C(=O)COc3ccc(S(=O)(=O)N4CCCC4)cc32)cc1 | ? | nt
CCC(=O)N1CCc2cc(S(=O)(=O)NCCC(=O)NCc3ccccc3OC)ccc21 | ? | nt
CCn1c(CN2CCN(C(c3ccccc3)c3ccccc3)CC2)nc2c1c(=O)n(C)c(=O)n2C | 10% | 1
CCOc1ccccc1OCCOCCOc1ccccc1[N+](=O)[O-] | ? | nt
COc1cc(CNC2CCCC2)cc(Cl)c1OCc1ccccc1F | ? | nt

3 compounds picked at random from those above:
Molecule | S3 lipid droplet | S3 lipid droplet cell count max
CC(=O)NCCc1nc2ccccc2n1CCCCOc1ccccc1 | ? | nt
CCCCn1c(=N)n(CC(=O)C(C)(C)C)c2ccccc21 | ? | nt
CCOC(=O)Nc1nnc(-c2ccc(OC)c(OC)c2)s1 | ? | nt

Additional structures.
Molecule | S3 lipid droplet | S3 lipid droplet cell count max
Cc1nc(SCCOc2ccc(F)cc2)c2ccccc2n1 | 1% | 3
Cc1nc2c(C)cccc2c2c1COC2 | 9% | 13
CCOc1ccccc1NC(=O)C1CCN(S(=O)(=O)c2c(C)nn(C)c2C)CC1 | 0% | 5
CCC(=O)c1cn(CC(=O)NCC2CCCO2)c2ccccc12 (centres undefined) | ? | nt
CC(=O)Nc1ccc(S(=O)(=O)NCC(=O)NCCCc2ccccc2)cc1 | ? | nt
N/C(Cc1ccccc1Sc1ccccc1)=N\O | 5% | 3
O=C(CCc1ccccc1)NNC(=O)c1ccccc1C(=O)O | ? | nt
CN(CC(=O)NC(=O)NC(C)(C)C)CC(=O)Nc1ccccc1Cl | i | nt
N#Cc1ccc(CSc2nnc(-c3ccccn3)n2-c2ccc(Cl)cc2)cc1 | ? | nt
COC(=O)c1ccc(C(=O)OC)nc1 | -11% | 16

Next section:
Molecule | S3 lipid droplet | S3 lipid droplet cell count max
Cc1ccc(NC(=O)CCc2ccc(S(=O)(=O)NC3CCCCC3)cc2)cc1 | 19% | -10
O=C(NN=C1CCCC1)c1n[nH]c2c1CCCC2 | 0% | -7
CC1(C)O[C@@H]2[C@H](O1)[C@@H](CO)O[C@H]2n1cnc2c(N)ncnc21 | ? | nt
O=C(c1cc([N+](=O)[O-])ccc1Cl)N1CCN(c2ccccn2)CC1 | -12% | 2
O=C(CS(=O)(=O)c1cn(Cc2ccc(Cl)cc2)c2ccccc12)N1CCCCC1 | i | nt
Cc1[nH]n(-c2ccccc2)c(=O)c1N=Nc1ccccc1C(=O)N1CCOCC1 | 13% | -24
Cc1ccc(Oc2nc3ccccn3c(=O)c2/C=C(\C#N)C(=O)NC2CCS(=O)(=O)C2)c(C)c1 (centres undefined) | ? | nt
COC(=O)c1ccccc1NC(=O)COc1ccc(S(=O)(=O)N2CCCC2)cc1C | ? | nt
COc1cccc(Nc2ncccc2C(=O)NCc2ccccc2)c1 | ? | nt
CCc1ccccc1N(C1=NCCCS1)S(=O)(=O)c1ccc(C(C)(C)C)cc1 | ? | nt

Later entries
Molecule | S3 lipid droplet | S3 lipid droplet cell count max
CCc1ccc(NC(=O)NCc2ccc3c(c2)OCO3)cc1 | i | -6
O=C(Cn1cnc2ccccc21)OCC(=O)N1CCCc2ccccc21 | ? | nt
CCOC(=O)N1CCN(C(=O)C(C)c2ccc([N+](=O)[O-])cc2)CC1 (centres undefined) | ? | nt
O=C(N/N=C/c1cn(Cc2ccccc2)c2ccccc12)c1cc(O)cc(O)c1 | 24% | -14
COc1cccc(NC(=O)CSc2nnc3cc(C)nc(N)n23)c1 | 17% | -14
Cc1ccc(S(=O)(=O)Nc2ccccc2-c2ccccc2NS(=O)(=O)c2ccc(C)cc2)cc1 | -15% | -11
FC(F)Oc1ccc(NC(=S)NC23CC4CC(CC(C4)C2)C3)cc1 | ? | nt
CN(C(=O)COC(=O)c1cc(-c2ccccc2Cl)nc2ccccc12)C1CCS(=O)(=O)C1 (centres undefined) | 11% | 4
CN1C(=O)CS(=O)c2ccc(C(=O)NC3CC3)cc21 (centres undefined) | ? | nt
CC(=O)Nc1ccc(N(C(=O)CNC(=O)c2cccs2)C(C(=O)NC(C)(C)C)c2ccccc2)cc1 (centres undefined) | -12% | 7

Shown field by field: two of the compounds above.
COc1cccc(NC(=O)CSc2nnc3cc(C)nc(N)n23)c1
  S3 lipid droplet: 17% | S3 lipid droplet cell count max: -14
Cc1ccc(S(=O)(=O)Nc2ccccc2-c2ccccc2NS(=O)(=O)c2ccc(C)cc2)cc1
  S3 lipid droplet: -15% | S3 lipid droplet cell count max: -11

The results go on.
Below each SMILES: S3 lipid droplet | S3 lipid droplet cell count max
- COc1ccc(N2C(=O)C3CCCN3C2c2cccc(OC)c2OC)cc1 (centres undefined)
  ? | nt
- O=C(CNC(=O)c1ccccc1F)Nc1ccncc1
  ? | nt
- O=S(=O)(c1cc(Br)c(Cl)s1)N1CCCC1
  9% | -11
- Cc1ccc(-n2ncc3c(=O)n(Cc4cccnc4)cnc32)cc1
  15% | -21
- COc1cccc(OCc2cc(C(=O)NCCN3CCCCC3CO)no2)c1 (centres undefined)
  ? | nt
- COc1ccc(S(=O)(=O)N2CCC(C(=O)N[C@@H](C)C(=O)NC3CC3)CC2)cc1
  ? | nt
- O=C(c1ccccc1C(=O)N(c1ccccc1)c1ccccc1)N1CCCCC1
  ? | nt
- CCN(CC)P(=O)(Nc1ccc([N+](=O)[O-])cc1)c1c(C)nn(CCC#N)c1NC(=O)c1ccc(Cl)cc1Cl (centres undefined)
  -12% | -20
- O=C(Nc1nc(-c2ccccc2)cs1)Nc1ccc(F)cc1F
  ? | nt
- NC(=S)N/N=C/c1c(O)c(Br)cc2oc3c(c12)CCCC3
  2% | -23
- Cn1nccc1NC(=O)CC1(CC(=O)O)CCCCC1
  -15% | -12
- NC(=O)Cn1c(O)c(N=NC(=O)CNC(=O)/C=C/c2ccccc2)c2ccccc21
  ? | nt
- O=C(COC(=O)CCC(=O)c1ccc(F)cc1)Nc1ccc(N2CCOCC2)cc1
  ? | nt
- CC(=O)c1ccc(N2CCN(S(=O)(=O)c3cccc4nsnc34)CC2)cc1
  ? | nt
- CC1(C)CC(NCCN2CCN(C3=CC(=C(C#N)C#N)CC(C)(C)C3)CC2)=CC(=C(C#N)C#N)C1
  0% | -1
- COc1ccc(CN(C(=O)c2ccco2)c2ccc(C)c(C)c2)cc1
  11% | 27
- COC(=O)CNC(c1ccccc1)c1cc(Br)ccc1NC(=O)CNC(=O)OCc1ccccc1 (centres undefined)
  12% | -2
- O=C(NCC1OCCCN1S(=O)(=O)c1cc(F)ccc1F)C(=O)NC1CCCCCC1 (centres undefined)
  4.6µM* | 3.2*
- C/C(=N\OCC(=O)NC12CC3CC(CC(C3)C1)C2)c1cc2ccccc2o1
  -26% | 7
- COc1ccc(CNC(=O)CN2C(=O)CSc3ccc(S(=O)(=O)N4CCOCC4)cc32)c(OC)c1
  ? | nt
- O=C(NC12CC3CC(CC(C3)C1)C2)c1cc(F)c(F)cc1Cl
  4% | 3
- Cc1cc(C)c(S(=O)(=O)N2CCC3(CC2)OCCN3S(=O)(=O)c2cccs2)c(C)c1
  ? | nt
- CC(C)C[C@H]1CN=C(Nc2ccccc2)N1CCc1ccc(F)cc1
  ? | nt
- CSC[C@H](NC(=O)COc1cc2c(c3oc(=O)cc(C)c13)CCC(C)(C)O2)C(=O)O
  1% | 25
- O=C1[C@H](O)[C@@H](O)C(=O)N1Cc1ccccc1
  2% | 24
- COc1ccccc1-c1nnn(CC#N)n1
  9% | 2
- COC(C[C@H]1O[C@@H]1[C@@H](O)[C@H](C)OCc1ccccc1)OC
  ? | nt
- CC(C)(Oc1ccc(C2CC2(Cl)Cl)cc1)C(=O)O (centres undefined)
  9% | 16
- COCCN(C(=S)Nc1ccccc1OC)C1CCN(C(C)C)CC1
  -3% | 7
- COc1ccc(/C=N/NC(=O)CN(CCc2ccccc2)S(=O)(=O)c2ccc(NC(C)=O)cc2)cc1OC
  ? | nt

(more compounds)
Below each SMILES: S3 lipid droplet | S3 lipid droplet cell count max
- O=C(NC1CCCCC1)NC12CC3CC(CC(C3)C1)C2
  1% | 18
- O=C(NNC(=O)c1cccc(O)c1)Nc1ccc([N+](=O)[O-])cc1
  ? | nt
- CC1CN(S(=O)(=O)c2cc(C(=O)NCc3ccncc3)ccc2Cl)CC(C)O1 (centres undefined)
  ? | nt
- COCCC(=O)N1CCC(Oc2ccc(C(=O)NCc3csc(C)n3)cc2)CC1
  ? | nt
- COC(=O)c1sc(-c2ccc(C(C)(C)C)cc2)cc1NC(=O)CSCC(=O)O
  ? | nt
- CN1C(=O)C(CC(=O)Nc2ccc3c(c2)Cc2ccccc2-3)N(C)C1=O (centres undefined)
  ? | nt
- COc1ccc(Nc2ccc(S(=O)(=O)N3CCCCC3)cc2[N+](=O)[O-])cc1OC
  ? | nt
- O=C(CCNC(=O)c1ccc(Cl)cc1)Nc1ccc(F)cc1F
  11% | 8
- Cc1ccc(-c2ccc(/C=C(\C#N)C(N)=S)o2)c([N+](=O)[O-])c1
  ? | nt
- CC(C)Oc1ccc(S(=O)(=O)N2CCOCC2)cc1NC(=O)C1COc2ccccc2O1 (centres undefined)
  ? | nt
- OCc1ccc2c(c1)c(-c1ccc3c(c1)OCCO3)c(-c1ccccc1)n2-c1ccccc1
  ? | nt
- O=C(NCC(c1ccc(F)cc1)N1CCOCC1)c1cccnc1Sc1ccccc1 (centres undefined)
  ? | nt
- Cc1ccc(NC(=O)c2c(C)nn(-c3ccccc3)c2Cl)cc1
  14% | 2
- Cc1n[nH]c(=O)n1-c1ccc(OCc2ccccc2)cc1
  7% | -1
- Cc1cnc([N+](=O)[O-])n1CCOC(=O)c1cccc(F)c1
  26% | 14
- CC(=O)c1noc(C)c1C(=O)Nc1nccs1
  ? | nt
- CCc1nnc(NC(=O)CN2C(=O)NC3(CC(C)CC(C)(C)C3)C2=O)s1 (centres undefined)
  ? | nt
- Cc1cc(=O)n(CCCO)c(O)c1C#N
  ? | nt
- O=C(NCc1ccccn1)c1ccc(Cl)s1
  i | nt
- NC(=O)[C@@H]1CCCN1C(=O)c1ccc2nc(Cc3ccccc3F)oc2c1
  1% | nt
- S=C(Nc1cccc2ccccc12)NN1CCOCC1
  1% | -7
- Cc1cc(/C=C2\SC(=O)N(CC(=O)Nc3ccccc3F)C2=O)c(C)n1C
  0% | 1
- Cc1cc(-c2csc(NC(=O)c3ccccc3C(F)(F)F)n2)c(C)n1Cc1ccccc1
  0% | -12
- Cc1cc(SCC(=O)N/N=C/c2cccnc2)nc2c(C)cccc12
  -9% | -2
- CS(=O)(=O)c1ccc(-c2cccc(NC(=O)c3ccc(Br)o3)c2)nn1
  ? | nt
- COc1ccc(-c2nn(-c3ccccc3)cc2/C=C2/SC(=S)N(CCC(=O)O)C2=O)c(C)c1
  ? | nt
- COc1ccc([N+](=O)[O-])cc1NC(=O)CC1SC(=Nc2cccc(C)c2C)N(/N=C/c2cccc(OC)c2OC)C1=O (centres undefined)
  ? | nt
